# RSV CPE inhibition – RSV antiviral activity via CPE protection, HEp-2 cells, primary 10 µM value included (AID 2391) | HEp-2 cells, RSV-induced CPE inhibition; higher % means a stronger effect | one-dose CPE inhibition, % at 10 µM; IC50 in µM for titrated hits | 0.13% of 310,000 active; in the data active means a potency from the dose series; inconclusive means CPE inhibition mostly from about 23% at the one dose, without a potency; inactive means the rest, 99 in 100 with CPE inhibition below about 21%; further: strong numbers were not always called active
# K1F lysis inhibition – inhibition of K1F phage lysis, E. coli UTI89, bacterial capsule biogenesis inhibitors, alamar blue (AID 488966) | E. coli UTI89 K1F phage lysis, alamar blue, 2 h; higher % means a stronger effect | one-dose inhibition, % at 100 µM; IC50 in µM for titrated hits | 0.02% of 340,000 active;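 active means phage lysis inhibition, versus mean bacterial control, above a set limit; inconclusive means no clear call, values can overlap the other calls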;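 further: capsule biogenesis inhibitors block K1F phage lysis so surviving cells raise fluorescence; higher fluorescence means more inhibition of phage lysis; actives were called in the ten point dose series up to 300 µM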
# AID2073 – inhibitors of Mint1-CaV2.2 protein interaction, biochemical, HTRF (AID 2073); 0.19% of 290,000 active; HTRF protein-protein interaction, Mint1-CaV2.2; higher % means a stronger effect; inhibition, % at 20 µM, or IC50 in µM where a hit was titrated; in the data active means inhibition mostly above about 51%, no sharp cut-off; inconclusive means no clear call, values can overlap the other calls; inactive means mostly below about 53%; further: some results filed as inactive read as strong as hits
# GPR35 arrestin U2OS – GPR35 antagonists blocking zaprinast-driven arrestin recruitment, primary screen, imaging, U2OS, beta-arrestin-GFP, zaprinast agonist (AID 2058); G-protein coupled receptor 35 (Homo sapiens); U2OS GPR35 beta-arrestin-GFP translocation imaging, zaprinast antagonism; higher % means a stronger effect; inhibition, % at 10 µM, or IC50 in µM where a hit was titrated; 0.052% of 290,000 active;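 active means inhibition of at least 50% with at least 30 cells and total cytoplasm GFP at most 10,000,000; inconclusive means under 30 cells or total GFP of 10,000,000 plus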
# Autophagy mod – autophagy modulators in MEF cells, primary screen, imaging, high-content, MEF GFP-LC3; MEF GFP-LC3 puncta imaging; test concentration mostly 10 µM; 0.98% of 190,000 active; calls only at 10 µM (by protocol);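 active means percentage of spot-positive cells more than 3 SD above its plate mean, without a fluorescence outlier flag or 80% toxicity; inconclusive means no clear call, values can overlap the other calls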;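 further: spot-positive cell cutoff set from DMSO-treated cells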
# WT yeast gro inh – growth inhibition of WT strain, primary screen, mitochondrial fusion inhibitor project, WT and mutant strains, chemical genetic; mitochondrial fusion phenotypic screen; inhibition, % at 10 µM; 2.1% of 190,000 active; in the data active means inhibition above about 58%; tested in S. cerevisiae
# NS5 inhibitors – Dengue-2 NS5 methyltransferase inhibitors, primary screen, biochemical, confirmation dose response (AID 588689); Genome polyprotein (Dengue virus type 2 (strain 16681-PDK53)); Dengue-2 NS5 methyltransferase capping enzyme assay, biochemical; higher % means a stronger effect; inhibition, % at 25 µM, or IC50 in µM where a hit was titrated; 0.3% of 340,000 active; in the data active means a potency from the dose series; inconclusive means inhibition above about 29% without an active follow-up result
# LYP inhibition – inhibitors of LYP phosphatase, biochemical, fluorescence intensity, uHTS (AID 1779); Tyrosine-protein phosphatase non-receptor type 22 (Homo sapiens); recombinant LYP phosphatase, fluorescence intensity; higher % means a stronger effect; inhibition, % at 11.5 µM, or IC50 in µM where a hit was titrated; 0.054% of 290,000 active; in the data active means inhibition above about 50%;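 further: plate controls were vehicle with enzyme for no effect and no enzyme for full effect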
# NTR1 ag – agonists of NTR1, primary screen, imaging, U2OS cells, beta-arrestin-GFP, high content (AID 493036); Neurotensin receptor type 1 (Homo sapiens), P30989; NTR1-U2OS beta-arrestin-GFP spot imaging, agonist mode; activation, % at 20 µM; 0.17% of 330,000 active;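 active means activation at or above 40% of the spot to cytoplasm intensity ratio, with at least 20 cells analyzed; inconclusive means wells under 20 cells, flagged as cytotoxic or low count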;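 further: 0% = DMSO without peptide and 100% = 100 nM NTR1 peptide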
# Target sequence (P30989 whole entry, looked up): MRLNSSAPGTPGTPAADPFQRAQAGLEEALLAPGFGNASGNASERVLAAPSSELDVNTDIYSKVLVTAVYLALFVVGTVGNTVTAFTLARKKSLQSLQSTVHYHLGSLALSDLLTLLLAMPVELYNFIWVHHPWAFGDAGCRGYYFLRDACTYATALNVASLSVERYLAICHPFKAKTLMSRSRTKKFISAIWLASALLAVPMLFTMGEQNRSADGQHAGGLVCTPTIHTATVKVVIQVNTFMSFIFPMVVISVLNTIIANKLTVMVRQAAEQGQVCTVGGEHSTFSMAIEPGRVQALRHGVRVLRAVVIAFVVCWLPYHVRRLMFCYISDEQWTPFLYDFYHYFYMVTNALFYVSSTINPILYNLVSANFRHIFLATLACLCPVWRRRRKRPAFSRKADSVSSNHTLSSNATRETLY
# WT yeast gro inh mutant strain – recorded beside WT yeast gro inh, whose call it bears; inhibition, %; mitochondrial fusion phenotypic screen, mutant strain inhibition
# Autophagy mod cell loss 18 h – further read-out of Autophagy mod, marked with its call; toxicity, %; measured here: cell loss, nuclei count;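 cell loss after 18 h compound exposure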
# NTR1 ag cell count 20 µM – further read-out of NTR1 ag, marked with its call; cell count; measured here: cell count, cytotoxicity flag
# NS5 inhibitors pilot replicate – recorded beside NS5 inhibitors, whose call it bears; inhibition, %; measured here: pilot screen replicate inhibition
# An asterisk follows results filed as active; i = inactive; ? = inconclusive; . = not tested or not shown; [ ] = remark or other dose.
SMILES,RSV CPE inhibition,K1F lysis inhibition,AID2073,GPR35 arrestin U2OS,Autophagy mod,Autophagy mod cell loss 18 h,WT yeast gro inh,WT yeast gro inh mutant strain,NS5 inhibitors,LYP inhibition,NTR1 ag,NTR1 ag cell count 20 µM,others
CCOc1ccc(Cl)cc1S(=O)(=O)N1CCC(C(=O)NC2CC2)CC1,0.2%,0.1%,10%,-5%,.,.,.,.,2%,-14%,-1.1,42,
O=C(Nc1ccc2c(c1)OCO2)c1ccc2nc[nH]c2c1,0.2%,0.5%,22%,-10%,i,2,-2,4,3%,-1%,0.3,56,
COC(=O)c1ccc(CSc2nnc(NCc3ccccc3)s2)o1,2.0%,7.1%,-14%,-11%,i,7,-6,7,3%,-8%,-1.5,66,
COc1ccc(C2=NCC(CSc3nccc(=O)[nH]3)S2)cc1 (stereo not given),2.3%,3.6%,0%,1%,i,-3,14,5,-6%,-4%,-1.4,92,
CCOC(=S)N/C(=N\S(=O)(=O)c1ccccc1)c1ccccc1,2.9%,0.5%,-17%,-12%,i,29,3,-4,-10%,-7%,-0.3,36,
O=C(CNCCc1ccc(Cl)cc1Cl)NCc1ccco1,-1.9%,2.0%,0%,11%,i,-4,4,5,.,-8%,0.8,33,
O=C(Nc1cccc(Cl)c1)c1ccc2ncsc2c1,15%,1.3%,22%,-18%,.,.,.,.,-1%,0%,1.4,88,
Cc1cccc(OCC(=O)NCCNC(=O)c2cnccn2)c1,1.3%,0.3%,-10%,-2%,.,.,.,.,4%,-5%,0.2,42,
O=C(NCCc1c[nH]c2ccccc12)C1CCCN(S(=O)(=O)c2ccccc2)C1 (stereo not given),0.2%,-0.5%,13%,-4%,.,.,.,.,9%,-4%,1.7,48,
CCC(c1nnnn1C(C)(C)CC)N1CCN(c2ccccc2F)CC1 (stereo not given),1.4%,-1.3%,-6%,7%,i,-8,28,15,-1%,-9%,2.6,45,
COC(=O)c1c(C(=O)OC)c(-c2ccc(F)cc2)n2c1CSC2,3.1%,0.0%,-6%,-1%,.,.,.,.,1%,-6%,3.3,92,
Cc1ccc(S(=O)(=O)N(C)c2ccc(C)c([N+](=O)[O-])c2)cc1,0.3%,0.1%,1%,-7%,i,-12,3,22,-3%,0%,-0.8,80,
O=C(CN1C(=O)/C(=C/c2ccc(F)cc2)SC1=S)NC1CCS(=O)(=O)C1 (stereo not given),2.5%,0.5%,-2%,-16%,.,.,.,.,5%,-6%,-0.3,68,
CC1(CCc2ccccc2)NC(=O)N(CC(=O)N2CC(=O)Nc3ccccc32)C1=O (stereo not given),2.1%,0.0%,-6%,6%,.,.,.,.,9%,-8%,0.7,50,
CCC(C)(C)c1nnc(NC(=O)C2CC(=O)N(CCc3ccc(F)cc3)C2)s1 (stereo not given),1.4%,-0.3%,-16%,-8%,.,.,.,.,-6%,-9%,-0.1,30,
Cc1ccccc1OCC(O)Cn1c(NCCN(C)C)nc2c1c(=O)n(C)c(=O)n2C (stereo not given),-0.3%,-2.9%,2%,-16%,i,-2,2,1,-6%,-5%,0.9,60,
CCOC(=O)Oc1ccc2oc(C)c(C(=O)OCCOC)c2c1,?,-0.1%,-6%,-3%,i,-13,9,-3,0%,1%,1.0,96,
O=C(NCc1ccc2c(c1)OCO2)c1cc(F)c(F)cc1Cl,-0.2%,0.2%,4%,-4%,.,.,.,.,-5%,-10%,-0.4,53,
COC(=O)c1cc(OC)c(OC)cc1NC(=O)CN1CCCCC1,0.3%,0.5%,8%,18%,i,1,-5,3,-3%,3%,2.7,71,
Cc1cccc(Oc2cc(NC(=O)c3ccccc3)cc([N+](=O)[O-])c2)c1,20%,2.2%,-2%,7%,i,11,26,0,-1%,2%,20,41,
O=C(Nc1ccccc1)c1cccc(C(=O)Nc2ccccc2)n1,1.3%,0.2%,23%,19%,.,.,.,.,1%,-9%,0.1,72,
Cc1nnc(SCC(=O)Nc2cccc(S(=O)(=O)NC3=NCCCCC3)c2)n1Cc1ccccc1,1.6%,0.7%,-5%,-3%,i,3,7,-8,0%,-8%,0.3,15,
CCOCCCNC(=O)Cn1cnc2sc(C)c(S(=O)(=O)N3CCN(c4ncccn4)CC3)c2c1=O,1.1%,-0.4%,2%,-2%,i,1,20,2,1%,-1%,0.4,58,
O=C(Nc1ccc(-c2csnn2)cc1)C(Cl)(Cl)Cl,?,-0.7%,-3%,-6%,.,.,.,.,11%,-2%,-0.1,50,
Cc1ccc(/C=N/NC(=O)c2n[nH]c3c2CCCC3)cc1,-0.1%,.,-1%,2%,.,.,.,.,.,-7%,1.1,44,
CC(C)(Nc1ccccc1)C(=O)c1ccccc1,1.9%,0.3%,-5%,6%,i,10,16,5,2%,-8%,.,.,
Cn1cccc1C(=O)NC(=O)COC(=O)CNS(=O)(=O)c1ccc(Br)cc1,1.6%,1.0%,26%,-12%,i,-3,-13,-6,1%,0%,-0.8,59,
COc1cccc(C(=O)N/N=C/C(Br)=C/c2ccccc2)c1,1.5%,-0.6%,-8%,7%,i,84,48,12,5%,-12%,0.5,57,
C=CCn1c(=O)c2c(nc(-n3nc(C)cc3C)n2C)n(C)c1=O,0.3%,0.1%,3%,12%,.,.,.,.,4%,-2%,-1.1,83,NS5 inhibitors pilot replicate=-4.9
CC(=O)Nc1ccc(-c2cc(N)n(-c3ccccc3)n2)cc1,2.2%,0.1%,34%,-3%,.,.,.,.,0%,-7%,-1.2,45,
Cc1[nH][nH]c(=O)c1C=NCc1cccs1,1.7%,0.0%,-1%,7%,i,5,-15,8,-17%,-4%,-0.7,81,
O=C(c1cccnc1)N1CCC(Oc2ccc(C(=O)N3CCCCO3)cc2)CC1,-0.2%,-0.2%,1%,-1%,i,-7,-16,-9,11%,-7%,-0.6,86,
CCc1cccc(C)c1NC(=O)C1CCCN(S(C)(=O)=O)C1 (stereo not given),0.0%,0.0%,8%,-8%,.,.,.,.,0%,-8%,0.4,67,
Cc1cccc2cc(C#N)c(SCC#N)nc12,-0.9%,-0.5%,26%,-13%,i,-1,-9,9,0%,-2%,0.6,83,
CC(Sc1nnc(N)s1)C(=O)Nc1ccc(N2CCOCC2)cc1 (stereo not given),0.4%,0.7%,9%,16%,i,15,-2,2,1%,-2%,1.1,56,
CCN(C(=O)CSc1nnc(Cn2nnc3ccccc32)o1)c1nc(-c2ccccc2)cs1,39%,4.2%[50 µM],-4%,17%,i,2,4,7,1%,-1%,0.3,69,
O=c1c2c3c(sc2ncn1-n1cccc1)CCCCC3,2.0%,-0.3%,3%,14%,i,-2,9,6,-3%,1%,2.9,65,
O=C(NCCSc1ncc(-c2ccccc2)[nH]1)c1ccco1,0.2%,2.4%[50 µM],.,.,.,.,.,.,4%,.,-0.6,67,
CC12CC(NC(=O)N1c1ccc(C(=O)N3CCN(c4ccccn4)CC3)cc1)c1ccccc1O2 (stereo not given),.,.,0%,0%,i,-8,-2,18,.,9%,.,.,
O=C(CC(=O)Nc1ccc(Br)cc1)Nc1ccc(Br)cc1,2.8%,0.4%,2%,-2%,.,.,.,.,1%,1%,0.0,62,
CCC(C)(C(=O)NC1CCCCC1)N(C(=O)C1CCC(=O)N1)c1ccc(C)cc1 (stereo not given),1.7%,?,-11%,0%,i,1,9,-1,5%,-5%,0.0,60,
CCOC(=O)c1c(NC(NC(=O)C(C)C)C(Cl)(Cl)Cl)sc2c1CCC2 (stereo not given),12%,1.6%,22%,10%,i,4,66*,20*,-5%,9%,13,70,
OC(CNCCCN1CCCCC1)COc1ccccc1 (stereo not given),-1.1%,0.4%,-2%,6%,i,2,-6,-11,-3%,-6%,-0.9,78,
O=C(CSc1ccccn1)N/N=C/c1c[nH]c2ccccc12,4.1%,-0.2%,-7%,13%,i,0,10,2,-7%,2%,-0.6,30,

# Bioassay records deposited in PubChem by several laboratories.
